Screening results: PubChem BioAssay, several laboratories
Yeast lifespan up = compounds extending yeast replicative lifespan, primary screen, S. cerevisiae, OD615; S. cerevisiae growth with nicotinamide; deaD strain in restrictive glucose medium; inhibition of the nicotinamide effect, % at 10 µM; hit rate 0.68% among 130,000;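 active means inhibition above a set limit, placed 3 SD over the median of all compounds, cut at about 26% in these data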;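 further: 0% = nicotinamide-treated wells and 100% = cells grown without nicotinamide; some compounds called inactive have numbers as strong as hits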
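assay system = DeaD-strain S. cerevisiae | measured by = absorbance at 615 nm | probe or stimulus = nicotinamide 1.5 mM | buffer or medium = CSMM-D glucose medium, restrictive | times = 48 h at 30 °C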
HCT116 PTEN-null = growth suppression of PTEN-null HCT116, primary screen, cell-based, CellTiter-Glo; HCT116 PTEN-null viability, 60 h; active compounds read low; viability, % at 10 µM; hit rate 1.2% among 140,000;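 active means viability at or below a set limit, 4 SD under the median of all tested compounds, cut at about 3.7% in these data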;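 further: PTEN knockout HCT116 line with beta catenin targeted HCT116 as companion control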
Phagocytosis inh = inhibitors of macrophage phagocytosis, primary screen, imaging, J774A.1 cells, IgG beads | J774A.1 macrophage IgG-bead phagocytosis | inhibition, % at 5 µM | AID 1029, 2008 | hit rate 0.07% among 110,000;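 active means inhibition above the mean of the plate negative controls plus 5 SD, cut at about 13% in these data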;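 further: phagocytic index as fraction of beads internalized from green versus red external bead signal; plate controls were DMSO negative control for no effect and cytochalasin-D positive control for full effect; some results beyond the cut were filed as inactive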
MRP-1 activ = H69AR viability gain despite doxorubicin, primary screen, MRP-1 activator project, H69AR cells, CellTiter-Glo. hit rate 0.61% among 140,000. viability rescue. viability increase, % at 10 µM;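 active means viability gain under doxorubicin at or above a set limit, the compound median plus 3 SD, cut at about 4.7% in these data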;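 further: MRP-1 overexpressing cells given doxorubicin 25 µM after compound pretreatment; 18-22 h compound pretreatment then 72 h with doxorubicin before readout; 0% = doxorubicin-only wells and 100% = vehicle-treated cells without doxorubicin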
Yeast growth inh = growth inhibitors of yeast BB579 in restrictive medium, primary screen, yeast lifespan-shortening project, S. cerevisiae | OD615, 48 h | inhibition, % at 10 µM | hit rate 0.51% among 140,000;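 active means inhibition above a set limit, 3 SD over the mean compound inhibition, cut at about 44% in these data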; further: inactives centre near -24
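System: DeaD yeast strain BB579; buffer or medium: CSMM-D dextrose restrictive medium; technique: OD at 615 nm; schedule: 4 h cell preincubation, 48 h compound exposure, 30 °C humidified; doses: single 10 µM dose; controls: amphotericin B 10 µg/mL, positive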
Measles CPE = compounds protecting cells from measles virus cytopathic effect, primary screen, measles RdRp inhibitor project, single point, MLSMR library, absorbance; Measles virus-infected cells, CPE protection; protection (pct of control), % at 4 µM; hit rate 1.5% among 140,000; in the data active means protection mostly above about 24%, no sharp cut-off; inactive means mostly below about 26%; further: some compounds called inactive have numbers as strong as hits
GALR2 blocker = GALR2 antagonists in receptor-expressing cells, primary screen | Galanin receptor type 2 (Homo sapiens), O43603 | antagonist mode | inhibition, % at 4 µM | hit rate 0.39% among 140,000; in the data active means inhibition above about 27%;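 further: cells stimulated with galanin 1-16 at roughly its EC80; 0% = agonist challenge control and 100% = basal control without agonist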
Target sequence (O43603 whole entry, looked up): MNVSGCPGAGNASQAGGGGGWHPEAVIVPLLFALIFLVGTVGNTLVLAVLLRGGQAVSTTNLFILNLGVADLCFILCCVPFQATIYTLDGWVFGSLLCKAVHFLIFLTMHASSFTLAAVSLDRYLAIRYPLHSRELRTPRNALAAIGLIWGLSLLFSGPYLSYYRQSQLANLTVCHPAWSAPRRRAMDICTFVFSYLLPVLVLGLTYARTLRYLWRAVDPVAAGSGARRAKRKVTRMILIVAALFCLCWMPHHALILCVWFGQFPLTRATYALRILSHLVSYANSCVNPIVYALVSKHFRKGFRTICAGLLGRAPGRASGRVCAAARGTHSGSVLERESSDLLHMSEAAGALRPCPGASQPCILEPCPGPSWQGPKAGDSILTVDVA
E-sel TNF inh = E-selectin induction blockers in HUVEC – imaging, immunofluorescence, high content, primary screen; HUVEC TNFa-induced E-selectin immunofluorescence; inhibition, % at 2 µM; hit rate 0.71% among 120,000; AID 1246, 2008;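 active means inhibition above the batch mean plus 3 SD, and confirmed as a hit on visual image review, cut at about 43% in these data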;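 further: 0% = TNF-stimulated DMSO wells and 100% = unstimulated control wells; not every result past the cut was called active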
NPY Y2 blocker = NPY-Y2 receptor antagonists, primary screen, cell-based. hit rate 0.99% among 140,000. NPY-Y2 expressing cells, antagonist mode. inhibition, % at 2.7 µM. Neuropeptide Y receptor type 2 (Homo sapiens), P49146. AID 793, 2007; in the data active means inhibition above about 17%;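 further: 0% = vehicle with agonist challenge and 100% = reference antagonist with challenge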
Target sequence (P49146 whole entry, looked up): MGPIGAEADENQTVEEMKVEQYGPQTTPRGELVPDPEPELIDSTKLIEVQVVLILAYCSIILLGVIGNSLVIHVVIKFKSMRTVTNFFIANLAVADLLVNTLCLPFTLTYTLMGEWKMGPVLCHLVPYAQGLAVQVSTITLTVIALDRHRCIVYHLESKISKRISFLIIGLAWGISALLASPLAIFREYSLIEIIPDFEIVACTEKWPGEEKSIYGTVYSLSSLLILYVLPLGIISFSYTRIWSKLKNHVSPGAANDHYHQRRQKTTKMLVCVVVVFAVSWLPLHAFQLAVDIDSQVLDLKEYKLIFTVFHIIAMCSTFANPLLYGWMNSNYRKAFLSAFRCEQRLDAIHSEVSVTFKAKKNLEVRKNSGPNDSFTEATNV
bCat KO growth = primary screen for growth suppressors in beta-catenin knockout HCT116 cells (colon tumor, human); AID 818, 2007; HCT116 beta-catenin knockout viability, CellTiter-Glo, 60 h; active compounds read low; viability, % at 10 µM; hit rate 1.5% among 140,000;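 active means viability at or under a set limit, the compound median less 4 SD, cut at about 6% in these data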;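 further: 0% = Hyamine 1622 control at 20 µM and 100% = untreated cell control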
An asterisk follows results filed as active; x = no result given.

SMILES	Yeast lifespan up	HCT116 PTEN-null	Phagocytosis inh	MRP-1 activ	Yeast growth inh	Measles CPE	GALR2 blocker	E-sel TNF inh	NPY Y2 blocker	bCat KO growth
COc1ccc(C(=O)NCCSc2ccccc2)cc1	-7	91	-9	1.0	-5	6	4	x	0	80
O=C(c1n[nH]c(=O)c2ccccc12)N1CCN(C2c3ccccc3-c3ccccc32)CC1	-15	74	x	2.0	-38	5	0	-20	4	79
O=C(/C=C/c1ccccc1Cl)c1ccc[nH]1	-7	27	-5	-4.4	-14	8	5	11	3	33
CCc1cccc(CC)c1NC(=S)NCc1ccc2[nH]c(C)cc2c1	1	48	x	-3.5	54*	7	9	12	1	29
O=C(OCC(=O)N1CCN(C(=O)c2ccco2)CC1)c1cn(-c2ccccc2)nc1-c1ccccc1	-7	81	x	-0.8	-30	5	-2	-30	-1	87
N=c1c(C(=O)NCc2ccc3c(c2)OCO3)cc2c(=O)n3ccccc3nc2n1Cc1cccnc1	6	72	1	-3.1	-46	15	16	x	14	77
O=C(CSCc1nc2ccccc2[nH]1)Nc1ccc2ccccc2c1	-4	93	1	-0.3	5	4	5	-33	-1	88
CCOc1ccc2nc(NC(=O)c3ccoc3C)sc2c1	-8	28	1	-2.4	-34	6	1	12	3	24
CCOC(=O)C1CCN(S(=O)(=O)c2ccc(OC)c(OC)c2)CC1	-12	100	3	-1.4	-21	6	0	19	0	98
N#CCSc1nc2[nH]ncc2c(=O)n1-c1ccccc1Br	-7	58	x	-1.2	1	10	13	-44	1	62
Cc1noc(C)c1S(=O)(=O)Nc1ccc(C(=O)NCc2ccccc2)cc1	-2	92	0	-2.7	-25	5	-5	6	3	93
CC(=O)NS(=O)(=O)c1cccnc1Nc1ccc(Cl)c(Cl)c1	-12	105	0	1.2	-56	1	8	9	6	102
Cc1ccc(-c2nn(C)c(=O)c3ccccc23)cc1S(=O)(=O)NCCO	-1	87	2	-2.9	-21	9	-4	6	1	83
CN(C)CCNc1nc(-c2ccccc2)c2c(c1C#N)CC(C)(C)OC2	-3	69	-2	-0.7	-16	17	-7	5	4	79
COC(=O)Cn1ncc2c3ccccc3n(Cc3ccccc3)c2c1=O	-13	108	x	0.5	-57	18	2	-14	2	95
Cc1cccc(OCC(=O)N2CCN(C(=O)CCC3CCCC3)CC2)c1	-17	85	1	-3.0	-19	6	-1	-4	5	82
COC(=O)C1C(=O)C2=C(CC1C)NC(C)=C(C(=O)OC1CCCC1)C2c1ccc(N(C)C)cc1 (centres undefined)	-30	87	4	-1.4	-20	8	-5	-19	0	84
Cn1cccc1Cc1nnc(SCC(=O)Nc2ccccc2)n1-c1ccc(F)cc1	-5	86	0	-4.0	-30	10	6	-15	1	89
CCC(O)(CC)C(=O)NN(C(=O)Nc1csc2c1CCCC2)c1ccccc1	1	86	-1	-2.6	-35	3	5	-8	8	90
Cc1ccccc1CNC(=O)c1ccccc1C(=O)O	x	96	x	-0.8	-29	3	3	-17	5	89
COCCCn1c(SCC(=O)Nc2ccccc2)nnc1-c1ccncc1	x	91	x	-1.5	-13	7	4	-36	1	91
COc1ccc(C(=O)NCc2ccc3c(c2)OCO3)cc1S(=O)(=O)N(C)Cc1ccccc1	3	91	x	7.3*	-35	3	10	-5	4	90
Cc1ccc(C(=O)NC(=S)Nc2cc(-c3nc4ccccc4s3)ccc2C)cc1	-3	9	x	-3.5	-8	19	13	-25	-1	20
CCc1ccc2nc(N3C(=O)c4oc5ccccc5c(=O)c4C3c3ccc(OC)c(OC)c3)sc2c1 (centres undefined)	1	82	-9	-4.3	-16	13	3	x	-1	86
Cc1nnc(SCC(=O)NC2CCCCC2)n1C1CCCCC1	3	94	-1	0.1	-30	11	6	x	1	98
CC(C(=O)Nc1cc([N+](=O)[O-])ccc1Cl)N1CCN(c2ccc(O)cc2)CC1 (centres undefined)	-3	93	-8	-1.9	-53	8	6	-2	4	85
COc1ccc(CC(=O)Nc2ccc(S(=O)(=O)Nc3cc(C)on3)cc2)cc1	-5	95	-2	-0.2	-31	4	-12	x	2	99
CC1(C)C(c2ccc(Cl)cc2)=[N+]([O-])C2(CCCC/C2=N\O)N1O (centres undefined)	1	91	-2	0.3	-21	19	-2	x	-1	100
Cc1ccc(NC(=O)CCCCCC2NC(=O)NC2C)cc1 (centres undefined)	-13	103	-6	-3.3	26	7	-16	-14	1	97
Cc1ccc(CSc2nnc(-c3ccc4c(c3)OCO4)o2)cc1	-5	90	1	0.6	-28	9	-12	11	2	82

Three of the entries above in order of their number in Measles CPE, high to low:
structure | Measles CPE
CC1(C)C(c2ccc(Cl)cc2)=[N+]([O-])C2(CCCC/C2=N\O)N1O (centres undefined) | 19
CC(C(=O)Nc1cc([N+](=O)[O-])ccc1Cl)N1CCN(c2ccc(O)cc2)CC1 (centres undefined) | 8
COc1ccc(CC(=O)Nc2ccc(S(=O)(=O)Nc3cc(C)on3)cc2)cc1 | 4

New compounds follow
SMILES	Yeast lifespan up	HCT116 PTEN-null	Phagocytosis inh	MRP-1 activ	Yeast growth inh	Measles CPE	GALR2 blocker	E-sel TNF inh	NPY Y2 blocker	bCat KO growth
COc1cc(C(=O)O)ccc1OC(C)=O	-3	97	-4	0.3	18	0	-4	13	2	87
Brc1ccc(-c2noc(COc3ccc4ccccc4c3)n2)o1	-6	98	x	-0.8	14	25	-7	25	14	100
Cn1/c(=N/N=C/c2ccc(Cl)c([N+](=O)[O-])c2)sc2ccccc21	-8	66	x	-3.8	-30	7	-7	-3	-1	67
CCCCn1c(SCC(=O)c2ccccc2)nc2ccsc2c1=O	0	87	-2	3.4	-10	14	4	x	4	79
Cc1cc(N2CC(C(=O)O)CC2=O)ccc1Br (centres undefined)	1	97	x	2.1	1	12	-8	-12	0	94
COc1nc(-c2ccccc2)cc(-c2ccc(OC)c(OC)c2)n1	-27	73	-1	-0.5	-58	5	-10	-12	3	80
O=C(COC(=O)CN1C(=O)C2CCCCC2C1=O)NC1CCS(=O)(=O)C1 (centres undefined)	10	102	-7	0.0	-13	9	-9	x	1	97
CCOC(=O)c1ccc(NC(=S)NN2CCOCC2)cc1	1	101	x	-0.1	-3	5	3	2	1	101
CCCCNCCOCCOc1ccc(F)cc1	-10	78	0	-0.1	11	3	-9	x	2	78
Cc1cc(C(F)F)n2nc(C(=O)NCc3ccccc3F)nc2n1	-10	87	2	-1.5	-39	5	4	-5	0	83
CC(=O)Cn1c(CN2CC(C)CC(C)C2)nc2c1c(=O)n(C)c(=O)n2C (centres undefined)	-13	102	-1	-0.7	-20	16	8	x	3	104
CC(=O)c1cccc(NC(=O)NC(C)c2ccncc2)c1 (centres undefined)	-24	93	3	-3.6	3	9	11	-32	0	103
CCOC(=O)CNC(=O)CSc1nc(N(C)C)nc(N2CCOCC2)n1	0	106	-1	-1.4	-30	2	19	-4	-1	96
O=C(Cn1nnc2ccccc2c1=O)Nc1cc(C(F)(F)F)ccc1N1CCOCC1	-7	89	0	-2.5	-29	2	-10	x	0	83
Cc1cc(OC(F)F)ccc1NC(=O)Nc1ccc([N+](=O)[O-])cc1	-1	10	-6	-5.8	-42	5	1	-17	-6	10
O=C(Cc1ccccc1)Nc1ccc2oc(-c3ccncc3)nc2c1	-6	105	0	-0.5	-24	21	-10	4	6	102
Cn1c(=O)c([N+](=O)[O-])c(NCC(O)c2ccccc2)c2ccccc21 (centres undefined)	3	90	-3	-1.8	-23	21	0	x	1	96
O=C(Cc1cccc2ccccc12)Nc1ccccc1C(=O)O	0	85	2	-1.5	-11	28	12	5	5	80
CC1(C)CC(=O)C(C=NC2CC(C)(C)NC(C)(C)C2)=C(O)C1	0	83	-1	0.0	-26	-1	14	-24	2	85
COc1cc(NC(=O)COc2ccc(Cl)cc2)ccc1-c1cc2ccccc2oc1=O	-3	50	-1	-0.4	-29	17	-6	0	1	56
c1ccc(-c2cn3c(n2)CCC3)cc1	-6	103	0	-0.6	-66	2	7	-2	4	85
O=C(Nc1ccncc1)c1cc(F)cc(F)c1	-14	79	-2	-1.0	2	9	11	-2	0	93
CCC(=O)Nc1sc2c(c1C#N)CCCCC2	-16	81	1	-0.6	-6	22	-10	9	1	88
c1ccc(-n2ncc3c2ncn2nc(-c4ccco4)nc32)cc1	-26	70	0	-2.6	-8	9	-9	2	-1	66
CCN(CC)S(=O)(=O)c1cc(C(=O)OCC(=O)Nc2ccc(-c3nc4ccc(C)cc4s3)cc2)ccc1F	5	26	0	-3.2	-35	4	8	0	-1	24
Cc1ccc(C(C(=O)NC2CCCCC2)N2CCCC2)cc1 (centres undefined)	-13	99	0	-2.4	-21	19	7	-112	4	104

In another format: results already given
> O=C(Cn1nnc2ccccc2c1=O)Nc1cc(C(F)(F)F)ccc1N1CCOCC1
- Yeast lifespan up = -7
- HCT116 PTEN-null = 89
- Phagocytosis inh = 0
- MRP-1 activ = -2.5
- Yeast growth inh = -29
- Measles CPE = 2
- GALR2 blocker = -10
- E-sel TNF inh = x
- NPY Y2 blocker = 0
- bCat KO growth = 83
> Cc1cc(OC(F)F)ccc1NC(=O)Nc1ccc([N+](=O)[O-])cc1
- Yeast lifespan up = -1
- HCT116 PTEN-null = 10
- Phagocytosis inh = -6
- MRP-1 activ = -5.8
- Yeast growth inh = -42
- Measles CPE = 5
- GALR2 blocker = 1
- E-sel TNF inh = -17
- NPY Y2 blocker = -6
- bCat KO growth = 10
> O=C(Cc1ccccc1)Nc1ccc2oc(-c3ccncc3)nc2c1
- Yeast lifespan up = -6
- HCT116 PTEN-null = 105
- Phagocytosis inh = 0
- MRP-1 activ = -0.5
- Yeast growth inh = -24
- Measles CPE = 21
- GALR2 blocker = -10
- E-sel TNF inh = 4
- NPY Y2 blocker = 6
- bCat KO growth = 102
> Cn1c(=O)c([N+](=O)[O-])c(NCC(O)c2ccccc2)c2ccccc21 (centres undefined)
- Yeast lifespan up = 3
- HCT116 PTEN-null = 90
- Phagocytosis inh = -3
- MRP-1 activ = -1.8
- Yeast growth inh = -23
- Measles CPE = 21
- GALR2 blocker = 0
- E-sel TNF inh = x
- NPY Y2 blocker = 1
- bCat KO growth = 96
